NCOA3 inh = inhibitors of human steroid receptor coactivator 3 (SRC3). Q9Y6Q9. HEK293 GAL4-SRC3 luciferase reporter, luminescence. inhibition, % at 3.6 µM. actives 0.17% (n = 360,000). AID 588352;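 active = inhibition above a per-campaign cutoff, the mean of all compounds plus 3 SD, cut at about 60% in these data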;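 also: 0% = DMSO-treated cells and 100% = gossypol-treated cells at 36 µM; higher means less SRC3-driven luciferase light from the GAL4 reporter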
NOD2-RIPK2 inh = NOD2-RIPK2 protein interaction inhibition. O43353. CHO BLA complementation NOD2-RIPK2, CCF4 ratio. inhibition, % at 4.98 µM. actives 0.38% (n = 360,000); in the data active = inhibition above about 21%;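 also: 0% = vehicle only and 100% = reference blocker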
TLR9-MyD88 inh = inhibitors of human TLR9-MyD88 binding. actives 0.21% (n = 340,000). inhibition, % at 4.98 µM. CHO BLA complementation TLR9-MyD88, CCF4 FRET ratio. Q9NR96+Q99836;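 active = inhibition above the mean over all tested compounds plus 3 SD, cut at about 21% in these data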;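 also: 0% = DMSO only wells and 100% = clavulanate BLA inhibitor control wells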
Target sequence (Q99836 whole entry, looked up): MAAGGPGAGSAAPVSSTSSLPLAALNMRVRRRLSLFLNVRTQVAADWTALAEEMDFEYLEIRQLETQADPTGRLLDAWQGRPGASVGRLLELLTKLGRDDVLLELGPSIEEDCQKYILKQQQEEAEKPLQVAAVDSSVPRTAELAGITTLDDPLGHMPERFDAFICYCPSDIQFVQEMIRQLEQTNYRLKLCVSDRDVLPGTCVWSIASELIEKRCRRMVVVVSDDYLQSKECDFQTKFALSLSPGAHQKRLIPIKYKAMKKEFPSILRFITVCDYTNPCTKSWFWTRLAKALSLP
Target sequence (Q9NR96 whole entry, looked up): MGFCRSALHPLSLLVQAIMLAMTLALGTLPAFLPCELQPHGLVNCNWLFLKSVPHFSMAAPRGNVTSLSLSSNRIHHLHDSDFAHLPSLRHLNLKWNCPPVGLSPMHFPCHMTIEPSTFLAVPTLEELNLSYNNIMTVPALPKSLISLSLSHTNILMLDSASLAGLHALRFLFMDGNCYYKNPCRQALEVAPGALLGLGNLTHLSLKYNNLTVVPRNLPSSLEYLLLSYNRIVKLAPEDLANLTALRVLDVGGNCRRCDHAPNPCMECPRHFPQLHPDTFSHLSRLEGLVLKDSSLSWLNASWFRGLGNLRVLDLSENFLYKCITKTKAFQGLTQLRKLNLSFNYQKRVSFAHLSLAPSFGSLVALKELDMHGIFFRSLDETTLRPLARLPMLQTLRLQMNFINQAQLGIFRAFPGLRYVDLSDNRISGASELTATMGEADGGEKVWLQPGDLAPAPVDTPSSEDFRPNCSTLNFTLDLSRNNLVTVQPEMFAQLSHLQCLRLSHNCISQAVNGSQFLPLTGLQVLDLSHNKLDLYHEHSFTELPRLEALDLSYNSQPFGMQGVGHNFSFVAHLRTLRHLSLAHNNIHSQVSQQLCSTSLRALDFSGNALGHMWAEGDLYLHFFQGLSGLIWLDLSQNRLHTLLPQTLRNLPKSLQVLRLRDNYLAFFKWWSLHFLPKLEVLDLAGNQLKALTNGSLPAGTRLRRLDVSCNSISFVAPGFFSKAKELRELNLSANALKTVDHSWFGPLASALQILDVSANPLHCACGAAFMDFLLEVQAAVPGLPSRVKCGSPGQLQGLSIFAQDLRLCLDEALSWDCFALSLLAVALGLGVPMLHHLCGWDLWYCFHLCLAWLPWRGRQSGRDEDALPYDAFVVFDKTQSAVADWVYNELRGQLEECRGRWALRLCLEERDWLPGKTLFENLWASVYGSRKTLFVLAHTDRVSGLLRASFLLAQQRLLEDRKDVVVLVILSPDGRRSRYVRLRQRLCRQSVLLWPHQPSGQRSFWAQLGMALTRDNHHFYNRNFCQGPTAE
TWEAK Fn14 block = TWEAK-Fn14 signaling inhibition; TWEAK-stimulated Fn14 reporter cells, luciferase luminescence, 8 h; inhibition, % at 10 µM; actives 2% (n = 360,000); AID 1159606; in the data active = inhibition above about 50%
TROY signal inh = blocks TROY-dependent signaling in reporter cells; actives 0.98% (n = 360,000); inhibition, % at 10 µM; Q293 LMP1-TROYcd NF-kB luciferase reporter, 4 h;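 active = compounds whose plate-normalised and pattern-corrected inhibition of the luciferase reporter signal at the single screening dose is 50% or more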
NCOA1 inh = human NCOA1 inhibition; Q15788; HEK293 GAL4-SRC1 luciferase reporter, luminescence; inhibition, % at 3.6 µM; actives 0.12% (n = 360,000); AID 588354;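 active = inhibition above the campaign mean plus 3 SD, with each screening campaign given its own cutoff, cut at about 60% in these data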;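 also: 0% = DMSO treated cells and 100% = gossypol at 36 µM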
LMP1 NFkB inh = Epstein-Barr LMP1 NF-kappaB reporter inhibition; actives 0.69% (n = 350,000); AID 504558; inhibition, % at 12.5 µM; LMP1-induced NF-kappaB luciferase reporter cells, luminescence; in the data active = inhibition above about 41%;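 also: 0% = neutral control wells and 100% = reference inhibitor control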
C8 TRAIL sens = caspase-8 TRAIL sensitization; inhibition (viability loss, TRAIL sensitization), % at 10 µM; NB7+C8 cells + TRAIL, ATPlite viability luminescence; actives 1% (n = 360,000);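 active = compounds causing at least 50% loss of cell viability in the single-dose screen, relative to plate controls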
COUP-TFII inh = NR2F2 (human) inhibition, primary screen. HEK293T NGFI-A luciferase reporter, luminescence. inhibition, % at 8.6 µM. actives 0.7% (n = 370,000). AID 686940;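 active = inhibition above a per-plate cutoff, mean inhibition of test wells between control levels plus 3 SD, cut at about 38% in these data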;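 also: cells cotransfected with COUP-TFII expression vector driving the NGFI-A reporter; 0% = median of COUP-TF2 test wells and 100% = reporter-only cells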
SRC2 inh = inhibits human steroid receptor coactivator 2. Q15596. HEK293 GAL4-SRC2 luciferase reporter, luminescence. inhibition, % at 9 µM. actives 0.17% (n = 370,000). AID 651957;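 active = inhibition above the mean inhibition of all tested compounds plus 3 SD, set per campaign, cut at about 52% in these data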;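 also: 0% = DMSO treated cells and 100% = cells given Gossypol at 36 µM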
NR5A2 inv ag = NR5A2 inverse agonism in reporter assay; HEK293T StAR-luciferase reporter, LRH-1 transfected, 24 h; inhibition, % at 3.6 µM; actives 0.13% (n = 360,000); AID 602396;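 active = inhibition above the mean inhibition of all tested compounds plus 3 SD, cut at about 73% in these data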;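 also: 0% = DMSO wells and 100% = reporter-only cells lacking LRH-1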
* = called active by the depositor; / = no result given. Only part of the results is shown. The share of hits here may be higher or lower than overall.

Molecule	SRC2 inh	LMP1 NFkB inh	COUP-TFII inh	TROY signal inh	NCOA1 inh	C8 TRAIL sens	NR5A2 inv ag	TLR9-MyD88 inh	TWEAK Fn14 block	NOD2-RIPK2 inh	NCOA3 inh
Cc1c(N)c(C(C)(C)C)cc(C(C)(C)C)c1[N+](=O)[O-]	3	-2	17	-1	-5	5	14	-11	26	-4	7
O=[N+]([O-])c1csc2ccccc12	-16	-12	-9	-1	-5	-14	9	-12	11	4	-12
Cc1[nH]c2ccccc2c1C(=O)CN1CCCC1	-13	4	11	-8	-21	-5	-2	-3	0	0	12
Cc1ccccc1-n1nc2c(c1NC(=O)c1ccc(S(=O)(=O)N(C)C)cc1)CSC2	-2	1	6	-7	-4	3	21	0	-4	9	4
CC(C)COc1ccc(C(=O)N/C(=C/c2cccc([N+](=O)[O-])c2)C(=O)O)cc1	12	4	10	1	-6	-8	-3	3	-1	-5	9
COc1ccc(CCNC(=O)COC(=O)c2cnccn2)cc1	-2	-2	4	/	6	-19	35	-6	38	3	-1
O=C(/C=C\c1ccccc1)Nc1ccc(NC(=O)c2ccco2)cc1	-7	-9	8	-15	-10	3	-7	8	-18	-1	2
CCC(=O)NC(Nc1cc(C)cc(C)n1)(C(F)(F)F)C(F)(F)F	4	4	14	9	3	4	10	0	-7	0	17
COc1cc(C(=O)COC(=O)C2CCN(c3ccc(C(F)(F)F)cn3)CC2)ccc1OC(F)F	-27	-10	-1	1	-18	4	19	-1	-10	-3	-26
CN(C)S(=O)(=O)c1ccc(Cl)c(NC(=O)CSc2nnnn2-c2ccc(O)cc2)c1	-5	0	9	14	7	1	3	2	20	-13	4
Cc1ccc(NC(=O)CCC(=O)NNC(=O)NC23CC4CC(CC(C4)C2)C3)cc1C	16	-9	0	7	-3	-1	5	7	8	-4	-8
COc1ccc(-c2cc(=O)[nH]c(NCc3ccccc3)n2)cc1	14	-9	9	-29	-13	11	-2	10	-6	-3	-7
COc1cccc(NC(=O)COC(=O)c2ccco2)c1	-18	-7	-2	7	9	-12	14	0	-16	-9	15
Cc1cc(=O)n2nc(N3CCCC(C(=O)N4CCOCC4)C3)sc2n1 (stereo not drawn)	10	5	-13	12	0	-5	-3	2	10	-4	6
CN(C)S(=O)(=O)c1ccc2nnn(OCC(=O)NC34CC5CC(CC(C5)C3)C4)c2c1	7	-15	8	12	-12	-15	-6	-6	2	-3	14
CCO[C@@H]1OC(C(=O)N2CCN(Cc3ccc4c(c3)OCO4)CC2)=C[C@H](C)[C@H]1CCCO	14	4	-3	1	-7	15	11	3	-14	-4	-15
CCN(C[C@H]1N[C@@](Cc2ccccc2)(C(=O)OC)[C@H]2C(=O)N(C)C(=O)[C@@H]12)C(=O)Nc1ccc(C)cc1	12	-11	-12	-30	6	-10	14	6	4	-11	4
CCC(C)(C)n1nnnc1CN1CCN(C(c2ccccc2)c2ccccc2)CC1	-1	-12	4	2	-2	8	21	2	16	0	13
O=C1CC2CS(=O)(=O)CC2N1c1ccc(Cl)cc1Cl (stereo not drawn)	-27	2	9	1	9	-21	7	8	-1	-3	25
CC(=O)C[C@H]1c2ccccc2S(=O)(=O)N1c1ccccc1	-2	-7	-21	-1	-1	8	-8	0	-4	-9	-9
c1ccc(NN=C(c2ccccc2)c2cccs2)cc1	11	-8	9	-42	-7	10	6	6	-24	6	-28
FC(F)(F)c1cc(-c2ccco2)nc(N2CCN(c3ccccc3)CC2)n1	-8	-2	-7	-2	-17	10	-1	-9	-1	-1	1
O=c1c(-c2cccc(Cl)c2)c[nH]n1-c1ccccc1	-31	10	14	23	-50	-2	-42	4	-1	8	-41
COc1ccc(CN2CCOCCOCCOCCOCC2)cc1	2	-3	5	-10	-1	-7	-3	-4	13	0	8
Cc1csc(NC(=O)CSc2nc3sc(C)c(C)c3c(=O)[nH]2)n1	-60	-4	-7	-18	-9	-6	-3	-4	1	-1	-18
CC(=O)c1c(C)[nH]c(C(=O)Nc2ccc(Cl)c(S(=O)(=O)N3CCOCC3)c2)c1C	1	20	2	5	-28	25	-26	-3	35	4	39
Cc1ccc(N(CCC#N)C(=O)COC(=O)c2ccccc2SCC(=O)N2CCCC2)cc1	-13	0	1	-1	-10	-4	-1	-6	-4	-2	-9
CCOc1ccc(CN(C)C(=O)CCc2ccc(S(=O)(=O)N3CCCCCC3)cc2)cc1	24	15	41*	22	5	18	20	-4	21	-8	25
COc1ccc(N(CC(=O)N2CCOCC2)S(=O)(=O)c2ccccc2)cc1Cl	-5	-1	-2	-14	5	0	-12	-16	11	-11	-31
CCOc1ccc2[nH]c(=O)c(CN(CCc3ccccc3)C(=O)N3CCOCC3)cc2c1	-23	6	6	12	15	-23	-3	0	0	-8	5
O=S(=O)(c1cccc(Br)c1)N1CCN(c2ncnc3scc(-c4ccccc4)c23)CC1	20	-1	7	0	-6	-7	13	5	10	5	-38
O=C(COC(=O)Cc1ccsc1)NCC12CC3CC(CC(C3)C1)C2	9	0	-13	-20	-20	3	6	-3	-12	7	-3
CC(C)(C)NC(=O)Cn1nc(C(F)(F)F)c2c1CCCC2	-37	-3	10	-39	-13	5	0	7	-5	-5	15
CCOc1ccc(/C=N/NC(=O)c2ccccc2Cl)cc1CN1CC2CC(C1)c1cccc(=O)n1C2 (stereo not drawn)	-19	-3	-4	-5	-73	-5	-24	2	-28	-5	-1
O=C(NCc1cccnc1)c1ccc(COc2ccccc2Cl)cc1	13	-24	14	-20	-8	15	1	5	15	1	-1
O=C(NNc1ccc([N+](=O)[O-])cc1)C1CC2CCCC(C1)C2=O (stereo not drawn)	7	10	-1	-1	3	-13	17	-3	-12	-5	3
COc1ccc2[nH]c3c(c2c1)CCN1C(=O)N([C@@H](C)C(=O)NC2CCCC2)C(=O)[C@]31C	-15	-2	-1	4	-5	-2	-6	3	-16	-9	13
Cc1cc2c(cc1S(N)(=O)=O)S(=O)(=O)CCC2	-3	4	5	3	-10	-3	-10	-12	6	-14	4
Cc1cc(=O)oc2cc(OC(C)C(=O)N3CCCc4ccccc43)ccc12 (stereo not drawn)	-4	-9	1	-4	-13	0	-9	-12	0	7	-25
NC(=O)c1ccc(OCC(=O)N2CCNC2=O)cc1	-3	-2	4	-4	-36	12	-3	6	10	-6	0
COc1ccc(-c2c(C(C)=O)c(C)nc3sc4c(=O)[nH]nnc4c23)cc1	7	5	-8	5	11	9	11	0	9	3	22
CCOC(=O)Cc1c(C)nc2c(-c3ccc(Cl)cc3)c[nH]n2c1=O	0	-11	-1	5	-8	24	15	-3	2	4	8
Cc1c(Cl)ccc2c1NC(=O)[C@]21N[C@@H](CCC(N)=O)[C@H]2C(=O)N(c3ccc(F)cc3)C(=O)[C@H]21	-11	-7	12	11	-11	-5	-4	-8	11	-2	0
O=C(CCN1CCCCC1)Nc1ccc(F)c(F)c1	8	-6	14	-12	-9	-5	8	2	-9	0	-9
CS(=O)(=O)N(Cc1ccc(Cl)cc1)c1ccc(C(=O)NCCSCc2ccco2)cc1	1	-2	-8	-4	-12	-5	-4	-29	12	-1	16
O=C(O)C(c1ccccc1)N1CCCC1 (stereo not drawn)	13	3	5	0	-5	4	3	5	0	-2	13
Clc1ncccc1-c1nc2ccccc2n1Cc1ccccc1	/	-1	/	-4	0	21	2	-2	-6	-2	-5
O=C(CSCc1cccc(Br)c1)N/N=C/c1ccc2c(c1)OCO2	14	-15	9	-12	-11	-15	-5	0	7	-9	8

Some of these compounds in order of molar mass, lowest first.
Molecule	SRC2 inh	LMP1 NFkB inh	COUP-TFII inh	TROY signal inh	NCOA1 inh	C8 TRAIL sens	NR5A2 inv ag	TLR9-MyD88 inh	TWEAK Fn14 block	NOD2-RIPK2 inh	NCOA3 inh
COc1ccc(CCNC(=O)COC(=O)c2cnccn2)cc1	-2	-2	4	/	6	-19	35	-6	38	3	-1
CCOC(=O)Cc1c(C)nc2c(-c3ccc(Cl)cc3)c[nH]n2c1=O	0	-11	-1	5	-8	24	15	-3	2	4	8
O=C(COC(=O)Cc1ccsc1)NCC12CC3CC(CC(C3)C1)C2	9	0	-13	-20	-20	3	6	-3	-12	7	-3

Following part.
Molecule	SRC2 inh	LMP1 NFkB inh	COUP-TFII inh	TROY signal inh	NCOA1 inh	C8 TRAIL sens	NR5A2 inv ag	TLR9-MyD88 inh	TWEAK Fn14 block	NOD2-RIPK2 inh	NCOA3 inh
CCC(=O)N1CCc2cc(Br)cc(S(=O)(=O)N3CCC(C(=O)NC(C)(C)C)CC3)c21	13	2	-13	-3	16	0	0	10	-2	-5	-3
C/C(=N\OCC(=O)N/N=C/c1ccccc1)c1cccs1	-1	11	-16	-4	-14	10	6	1	6	1	9
COc1ccc(C(=O)N2CCCc3ccccc32)cc1OC	14	-9	-17	3	-2	-28	-7	-8	-8	-1	9
C=CCNC(C(=O)Nc1cccc(OC)c1)c1ccccc1 (stereo not drawn)	9	4	15	-20	-2	2	-2	-5	-12	-4	6
Nc1ccccc1-c1nc2ccccc2[nH]1	-65	-7	-24	-63	-74	-1	-135	-6	-1	0	-52
CN(CC(=O)Nc1ccc(Cl)cc1)C(=O)CCc1ccccc1	3	-2	-9	5	-13	-3	0	10	-6	-1	17
Cc1ccc(S(=O)(=O)NC(=O)CSc2nc3ccccc3s2)cc1	-11	-1	19	1	-19	4	17	10	5	-2	-25
CCC(C(=O)NC1CCCC1)n1c(C2CCCC2)nc2ccccc21 (stereo not drawn)	0	/	-2	/	/	-1	-6	/	/	-5	/
Cc1nc(NC(=O)COC(=O)CCS(=O)(=O)c2ccccc2Cl)c(Cl)cc1Cl	7	-7	0	-9	-23	4	-3	6	0	-5	9
O=C(CN(C(=O)CNS(=O)(=O)c1ccccc1)c1ccc(F)cc1)NCc1ccco1	-27	3	-8	0	10	-18	-3	1	8	6	-2
Cn1ccc(NC(=O)Nc2ccc(Cl)cc2Cl)n1	-51	2	-28	-50	-65	2	-81	-3	-16	-15	-18
Cc1cc(C)nc(N2N=C(C(C)(C)C)CC2=O)n1	-1	-3	7	7	-4	-8	4	3	3	-2	9
CCOc1ccc(-n2c(-c3ccc(Br)cc3)c[n+]3c2CCCCC3)cc1	16	22	25	15	11	36	54	3	33	3	42
NC(=O)c1nsc(C(=O)N(Cc2ccc(F)cc2)C(C(=O)NC2CCCC2)c2ccco2)c1N (stereo not drawn)	-7	-4	3	-11	-5	-9	1	-2	12	-3	18
COC(=O)c1ccc(COC(=O)C(NC(=O)Cc2ccccc2)C(C)C)cc1 (stereo not drawn)	8	-1	-5	6	-3	8	-8	-3	-4	-8	-32
Nc1ccccc1C(O)(Cc1ccccc1)c1ccccc1 (stereo not drawn)	2	2	0	2	-3	-16	-3	-9	-4	-4	-7
O=C(N/N=C/c1ccncc1)c1cccc(NC(=O)c2ccc(Cl)cc2)c1	-8	-1	-1	-10	5	-8	2	-3	20	-7	1
COc1ccc(CNC(=O)C2(CC(=O)NC(C)(C)C)CCCC2)cc1	3	/	19	-1	5	-7	10	-2	2	-7	6
CN(C)S(=O)(=O)c1ccc(Cl)c(NC(=O)c2ccncc2)c1	8	-1	18	-7	8	-4	7	-14	8	0	18
